IP6K1 inhibitor: blocks human inositol hexakisphosphate kinase 1; IP6K1 kinase, ADP-Glo luminescence, 2 h; active compounds read low; activity change, % (series mostly up to about 58 µM); 140,000 tested, 0.81% active; AID 1645851; in the data active = activity change below about -25%
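ADP-Glo luminescence measures ADP made by human IP6K1 during a 2 h RT reaction with ATP/IP6 (mix at 1.3 mM/130 uM); top library doses 57.5 and 19.1 uM final.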
Luciferase inh: inhibitors of firefly (Photinus pyralis) luciferase. P08659. purified P. pyralis luciferase, luminescence, biochemical. Potency, µM (top dose mostly 115 µM), inactives show top-dose activity change, negative = inhibition, hits mostly inhibitors. 76,000 tested, 2.5% active; also: potency is read from the fitted curve at half-maximal effect; nearly all actives have a fitted effect of over 65% in size
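Inhibitors were tested against purified firefly luciferase in a biochemical, low-substrate format (both substrates at 10uM) and luminescence measured with a CCD imager.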
HEK293 viab: counter-screen for SNCA expression inhibitors: cell viability. Potency, µM (highest dose often 57.1 µM), for inactives: at the highest dose activity change, negative = cytotoxicity, most hits filed as cytotoxic. 150,000 tested, 0.12% active. HEK-293-SNCA-luc viability, GF-AFC fluorescence, 24 h;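 also: potency is read from the fitted curve at half-maximal effect; 0% = DMSO-treated cells and -100% = medium-only wells without cells; nearly all actives have a fitted effect of over 30% in size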
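HEK-293-SNCA-luc cells (1500/well) plated 24 h, then exposed 24 h to a dilution series; GF-AFC added 30 min at 37C, fluorescence 405/540 nm; normalised to medium-only and DMSO wells, Hill fit.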
NIH3T3 tox: NIH 3T3 cell cytotoxicity; AID 1345082; 94,000 tested, 4.3% active; NIH 3T3 viability, CellTiter-Glo ATP luminescence, 48-72 h; Potency, µM (titrated, usually from 96.7 µM), for inactives: top-dose activity change, negative = cytotoxicity, actives largely listed as inhibitors; also: potency is read from the fitted curve at half-maximal effect; nearly all actives have a fitted effect of over 55% in size
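Viability of NIH 3T3 cells after 48 or 72 hr compound treatment at 37 °C was assessed by CellTiter-Glo, with luminescence imaged following a 10 min room-temperature step.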
HEK cytotox: kills HEK 293 cells | 94,000 tested, 6.6% active | Potency, µM (titrated, usually from 115 µM), inactives show top-dose activity change, negative = cytotoxicity, hits mostly inhibitors | HEK 293 viability, ATP luminescence (CellTiter-Glo), 48-72 h; also: potency is read from the fitted curve at half-maximal effect; nearly all actives have a fitted effect of over 60% in size
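Cytotoxicity was scored by loss of ATP-coupled luminescence (CellTiter-Glo) in HEK 293 cells. Compound treatment ran 48 or 72 hr at 37 degree Celsius, 5% CO2, 95% humidity.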
GPT2 inhibitor: inhibitors of human GPT2 alanine aminotransferase; Q8TD30; Recombinant GPT2, coupled pyruvate oxidase/HRP Amplex Red fluorescence; Potency, µM (highest dose often 57.7 µM), without a hit: top-dose activity change, negative = inhibition, usual class: inhibitors; 100,000 tested, 0.25% active; AID 1671188; also: potency is read from the fitted curve at half-maximal effect; nearly all actives have a fitted effect of over 60% in size; many of its hits are not listed in these tables
Target sequence (Q8TD30 whole entry, looked up): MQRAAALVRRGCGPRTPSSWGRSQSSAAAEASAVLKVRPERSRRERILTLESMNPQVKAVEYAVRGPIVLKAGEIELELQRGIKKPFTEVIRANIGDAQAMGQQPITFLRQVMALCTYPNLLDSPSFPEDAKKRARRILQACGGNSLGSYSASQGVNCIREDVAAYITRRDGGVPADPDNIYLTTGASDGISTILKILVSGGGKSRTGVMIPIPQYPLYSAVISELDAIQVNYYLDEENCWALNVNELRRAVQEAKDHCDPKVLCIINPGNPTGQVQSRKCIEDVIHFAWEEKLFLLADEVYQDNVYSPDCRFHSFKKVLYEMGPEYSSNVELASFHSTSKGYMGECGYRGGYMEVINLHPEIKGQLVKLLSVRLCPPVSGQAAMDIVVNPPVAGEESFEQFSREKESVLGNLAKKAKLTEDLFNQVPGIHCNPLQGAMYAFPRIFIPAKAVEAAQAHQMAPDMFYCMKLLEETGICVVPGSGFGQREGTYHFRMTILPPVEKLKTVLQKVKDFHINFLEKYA
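Inhibition is scored from Amplex Red fluorescence generated when pyruvate oxidase and HRP act on pyruvate released by GPT2. Reactions contain 10ng/uL enzyme, 250uM a-KG and 2mM L-alanine and run 30 min at room temperature.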
SNCA expr inh: reduces expression of the alpha-synuclein gene | HEK-293 SNCA-luciferase knock-in, luminescence, 24 h | Potency, µM (doses to about 57.2 µM), for the others: at the highest dose activity change, negative = inhibition, actives largely listed as inhibitors | 140,000 tested, 0.17% active | AID 1671194;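 also: potency is read from the fitted curve at half-maximal effect; plate controls were DMSO cells for no effect and cell-free wells for full effect; nearly all actives have a fitted effect of over 45% in size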
Active calls of the source: *; i = inactive; ? = inconclusive; . = no result given; [ ] = another dose, or the depositor's remark. Unless noted, calls follow the shape of the dose curve; as a rule, active = well fitted curve in the direction sought with a large enough effect; inconclusive = small, poorly fitted or top-dose-only effect, or another doubt; inactive = no such curve, though single readings can be large; an effect the other way counts as inactive or inconclusive. Unless noted, % is scaled to controls: 0 for no effect and ±100 for the full control effect. Some of the compounds tested. The share of hits here may be higher or lower than overall.

no. | molecule | IP6K1 inhibitor | Luciferase inh | HEK293 viab | NIH3T3 tox
1 | CCc1cnc2c(c1SCC(=O)NCc1ccc(F)cc1)c(=O)n(C)c(=O)n2C | -1.2 | . | -7.3% | .
2 | CCc1ccc(CNc2ncncc2-c2nc(-c3ccccc3)no2)cc1 | -6.9 | -13.9% | 14.4% | i
3 | CC(C)N(CC1CC1)C(=O)CC1COc2ccc(C(=O)N(C)C)cc2N1C (stereo not given) | 7.0 | -1.5% | 10.9% | 4.4%
4 | COC(=O)CNC(=O)C1CCN(C(=O)C2CN(c3ccc(OC)cc3)C(=O)N2)C1 (stereo not given) | -4.6 | -5.5% | 10.5% | 1.7%
5 | CCN(Cc1ccncc1)C(=O)[C@@H]1C[C@@H](O)CN1C1CCN(C(=O)c2cccc(OC)c2)CC1 | 9.2 | 0.0% | -0.6% | -15.9%
6 | CO[C@H]1[C@H](NC(=O)Cc2ccccc2)c2ccccc2C12CCN(C(=O)COc1ccccc1)CC2 | 28.1 | -14.9% | 11.2% | i
7 | O=C(NCc1cccnc1)C1CN(S(=O)(=O)c2cccs2)CC12CCCCC2 (stereo not given) | 6.5 | 9.8% | 4.3% | 3.5%
8 | Cc1c(CCNC(=O)Cc2ccccc2)sc2nc(-c3ccc(F)cc3)nn12 | 25.3 | . | -27.2% | .

no. | HEK cytotox | GPT2 inhibitor | SNCA expr inh
1 | . | . | 9.3%
2 | i | i | -0.9%
3 | 2.2% | 4.4%[11.5 µM] | 8.9%
4 | i | i | 36.4%[activator]
5 | 3.3% | i | 24.2%
6 | 4.4% | -4.8% | 13.2%
7 | -1.5% | i | -3.3%
8 | . | . | 127.0%[activator]

The results go on.
no. | molecule | IP6K1 inhibitor | Luciferase inh | HEK293 viab | NIH3T3 tox
9 | O=C(c1cn2cc(-c3ccccc3Cl)n(CC3CC3)c(=O)c2n1)N1CC[C@@H](O)C1 | -14.4 | 7.3% | -1.3% | -12.4%
10 | O=C(N[C@H]1CO[C@H]2[C@@H]1OC[C@@H]2Nc1nccc(-c2cccc(F)c2)n1)c1cccs1 | -13.5 | -3.6%[172 µM] | 4.2%[87.6 µM] | 3.1%[174 µM]
11 | CCC1CCCCN1C(=O)CSc1nc(-c2ccc(OC)cc2)cc(C(F)(F)F)n1 (stereo not given) | 20.5 | . | 1.5% | .
12 | COc1cccc(NC(=O)N[C@H]2[C@H](O)[C@@H](N3CCN(c4ccccc4)CC3)[C@@H]3OC[C@H]2O3)c1 | 7.3 | -3.9% | 1.3% | -25.9%
13 | COCCOc1ccc2c(n1)CCN(C(=O)Cc1ccc(F)cc1)C2 | -8.3 | -11.3% | 5.1%[12.5 µM] | -6.0%
14 | COc1ccccc1NC(=O)c1cc2c(s1)CN(C(C)C)C2 | 8.4 | 8.9% | 14.9% | -24.8%
15 | CCC(=O)Nc1ccc(-c2nnc3c4ccccc4c(C)nn23)cc1 | 2.3 | . | 9.4% | .
16 | COc1cc(-c2nc(Cn3nnc(C(=O)Nc4ccc(C)cc4C)c3C)c(C)o2)cc(OC)c1OC | 5.6 | . | -4.8% | .

no. | HEK cytotox | GPT2 inhibitor | SNCA expr inh
9 | ? | i[11.5 µM] | 0.4%
10 | ? | -5.0%[88.5 µM] | 12.4%[87.6 µM]
11 | . | . | -8.0%
12 | -18.5% | -4.6% | -13.3%
13 | -11.1% | i | ?
14 | -18.3% | 1.3% | 109.0%[activator]
15 | . | . | 13.5%
16 | . | . | 21.9%

Carrying on.
no. | molecule | IP6K1 inhibitor | Luciferase inh | HEK293 viab | NIH3T3 tox
17 | O=C(CSc1nccn1C1CCCC1)Nc1ccc(C(F)(F)F)cc1 | 4.2 | . | 4.6% | .
18 | O=S(=O)(NC1CCc2nnc(C3CC3)n2CC1)c1ccc2c(c1)OCCO2 (stereo not given) | -13.0 | 8.9% | -8.3% | 1.3%
19 | Cc1onc(C(=O)NCC2Cn3cccc3CN2C)c1CN1CCCCC1 (stereo not given) | -2.7 | -7.6% | 4.2% | -1.1%
20 | CC(NC(=O)c1ccc(NC(=O)c2nsc3ccccc23)cc1)c1ccccc1 (stereo not given) | -12.7 | . | 6.0% | .
21 | COC(=O)CNC(=O)c1cc(C(C)(C)C)c2cccn2n1 | 0.7 | . | 0.5%[87.6 µM] | -12.2%[138 µM]
22 | CCCCNC(=O)CSc1nc2cc3c(cc2c(=O)n1CCCC(=O)NCc1ccc2c(c1)OCO2)OCO3 | 9.5 | . | -7.9% | .
23 | Cc1ccc2c(c1)nc1n2[C@@H](CNCc2ccccc2)COC1 | 0.6 | -13.1%[172 µM] | -2.1%[87.6 µM] | 112µM*
24 | O=C(NCCC1=CCCCC1)C1CCN(C(=O)N2CCOc3ccccc32)CC1 | 14.7 | . | -6.2% | .

no. | HEK cytotox | GPT2 inhibitor | SNCA expr inh
17 | . | . | -1.8%
18 | i | 5.0% | -23.2%
19 | -2.5% | i | -10.0%
20 | . | . | -11.4%
21 | -20.1%[172 µM] | 0.5%[88.5 µM] | 0.5%[87.6 µM]
22 | . | . | -12.1%
23 | ? | -5.0%[88.5 µM] | 7.0%[87.6 µM]
24 | . | . | 8.4%

Next part
no. | molecule | IP6K1 inhibitor | Luciferase inh | HEK293 viab | NIH3T3 tox
25 | O=C(NCCN1CCCCC1)c1cccnc1N1CC2CC(C1)[C@H]1CCCC(=O)N1C2 (stereo not given in full) | -1.5 | 0.0% | -9.2% | i
26 | CN(CC1CCOCC1)S(=O)(=O)Cc1cccc(Cl)c1 | 14.8 | -7.4% | 5.3% | -11.8%
27 | Cc1cccc(-c2cccc(CN3CCC(NC(=O)c4ccc(C(F)(F)F)cc4)CC3)c2)c1 | -1.3 | . | 3.9% | -11.4%
28 | Cc1ccc2nc(CSc3nnc(NC(=O)c4ccc(C(C)(C)C)cc4)s3)cc(=O)n2c1 | 0.7 | . | 9.1% | .
29 | CC(C)Oc1ccc(CNC(=O)CCCN2C(=O)CCn3nc(-c4cccn4C)cc32)cc1 | 1.0 | . | -14.0% | .

no. | HEK cytotox | GPT2 inhibitor | SNCA expr inh
25 | 14.4% | 3.0% | ?
26 | -23.9% | i | -2.7%
27 | -22.5% | -12.9% | -2.2%
28 | . | . | 30.2%
29 | . | . | -15.5%
